# Screening data deposited in PubChem BioAssay by Johns Hopkins Ion Channel Center.
# hERG protect: compounds protecting human hERG from proarrhythmic drug block; activation (rescue from dofetilide block), less the hit threshold, % at 10 µM; CHO-hERG, FluxOR thallium flux, dofetilide IC70 present; Q12809; hit rate 0.51% among 310,000;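 active = activation above the mean of controls blocked by dofetilide plus 5 SD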;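 also: thallium influx through hERG after potassium depolarization seen as dye fluorescence rise; in these data hits start at about 4.7%; inactives centre near -7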
# MrgX1 ag: human MrgX1 receptor agonism, primary screen. Q96LB2. MrgX1-HEK293 cells, Fluo-4 calcium fluorescence, agonist mode; hits give high values. B-score at 10 µM. hit rate 0.44% among 310,000;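 active = calcium response B-score plate-corrected fluorescence ratio at least 3 library SD, with starting fluorescence B-score inside 5 SD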
# Target sequence (Q96LB2 whole entry, looked up): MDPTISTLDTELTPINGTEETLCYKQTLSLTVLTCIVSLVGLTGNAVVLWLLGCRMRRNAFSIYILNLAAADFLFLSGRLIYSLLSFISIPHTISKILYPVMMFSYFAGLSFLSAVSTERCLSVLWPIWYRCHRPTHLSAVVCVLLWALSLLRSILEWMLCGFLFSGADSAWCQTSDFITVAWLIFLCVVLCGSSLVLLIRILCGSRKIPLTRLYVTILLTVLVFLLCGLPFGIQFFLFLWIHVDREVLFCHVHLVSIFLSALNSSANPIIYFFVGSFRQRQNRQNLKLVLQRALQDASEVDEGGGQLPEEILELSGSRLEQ
#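 Assay system: stable human MrgX1 HEK293 cell line. Quantity: 15,000 cells per well. Schedule: cells plated overnight, dye loaded 0.5 h 37 °C, 0.5 h room temperature. Detection: Fluo-4 NW calcium-flux fluorescence, kinetic read. Read-out basis: peak-minus-minimum fluorescence over baseline, converted to B scores. Control set: positive and negative control wells on each plate.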
# KCNK9 inh: human KCNK9 channel inhibition; Q9NPC2; HEK293 KCNK9, FluxOR thallium flux fluorescence; hits give low values; B-score at 10 µM; hit rate 1.2% among 310,000; AID 488922;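 active = ratio B-score over 3 SD below the library mean, with starting fluorescence within 5 SD of its mean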;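 also: negative B-score means less thallium flux so channel inhibition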
# Target sequence (Q9NPC2 whole entry, looked up): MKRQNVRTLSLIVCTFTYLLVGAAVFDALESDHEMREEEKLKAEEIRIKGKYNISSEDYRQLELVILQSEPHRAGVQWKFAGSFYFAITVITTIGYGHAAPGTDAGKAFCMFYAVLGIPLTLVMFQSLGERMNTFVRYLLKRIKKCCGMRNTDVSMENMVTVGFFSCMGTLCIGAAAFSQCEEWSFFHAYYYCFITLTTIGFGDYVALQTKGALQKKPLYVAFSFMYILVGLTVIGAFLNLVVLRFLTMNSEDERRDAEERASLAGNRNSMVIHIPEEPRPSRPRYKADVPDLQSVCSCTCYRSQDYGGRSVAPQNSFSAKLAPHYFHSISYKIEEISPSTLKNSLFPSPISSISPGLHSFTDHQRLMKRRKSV
# TMEM16A act: activates or potentiates the mouse TMEM16A chloride channel; Q8BHY3; HEK293 TMEM16A/YFP-H148Q/I152L, iodide quench fluorescence; hits give low values; B-score at 10 µM; hit rate 0.3% among 340,000;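 active = fluorescence-ratio B-score plate-corrected deviation score at least 3 library SD below zero, with starting fluorescence score within 5 deviations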;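 also: channel opened by trigger with iodide after compound preincubation; score built on the fluorescence ratio of max minus min over baseline; more negative score means more quench and so TMEM16A activation or potentiation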
# KCNQ1 block: inhibitors of human KCNQ1 potassium channel; AID 2642; B-score at 10 µM; CHO-K1 KCNQ1, FluxOR thallium flux fluorescence; hits give high values; hit rate 1.3% among 310,000;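 active = compounds whose thallium flux B-score, printed positive for inhibition, exceeds three library SD while starting fluorescence stays within three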;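 also: channel opened by potassium depolarization with thallium stimulus after 20 min compound exposure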
# KCNQ1 pot: human KCNQ1 channel potentiation or activation; B-score at 10 µM; CHO-K1 KCNQ1, thallium flux FluxOR fluorescence; hits give high values; hit rate 0.35% among 310,000; P51787; AID 2648;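 active = fluorescence ratio B-score, a plate-corrected score, at least three library SD, with initial intensity B-score within 5 SD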
#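 Material: CHO-K1 cells stably expressing KCNQ1. Medium: assay buffer for compound exposure, DMSO matched across wells. Reagent: K+/Tl+ depolarizing stimulus. Compound dosing: single-concentration screen. Times: 37 °C overnight plating, 90-min dark dye load, 20-min compound pretreatment. Technique: FluxOR Tl+ flux fluorescence.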
# RGS4 inh: inhibitors of human RGS4; P49798; hit rate 0.45% among 310,000; B-score at 10 µM; AID 463165; HEK293 M3R/RGS4 inducible, Fluo-4 calcium flux; hits give high values; triggered by carbachol at its EC20;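 active = B-score, a plate-corrected calcium signal, over three deviations above library mean, with baseline fluorescence within five deviations of library mean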;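 also: RGS4 expression induced by doxycycline in cells with stable M3 receptor; B-score is computed from the integrated fluorescence ratio over baseline after carbachol; higher B-score means a larger calcium signal and so more RGS4 inhibition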
# Target sequence (P49798 whole entry, looked up): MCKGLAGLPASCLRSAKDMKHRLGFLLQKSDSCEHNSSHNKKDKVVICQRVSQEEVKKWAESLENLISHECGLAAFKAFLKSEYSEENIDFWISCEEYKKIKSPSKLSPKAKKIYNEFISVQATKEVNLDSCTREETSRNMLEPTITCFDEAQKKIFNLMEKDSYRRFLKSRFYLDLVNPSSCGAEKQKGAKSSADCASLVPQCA
# TMEM16A inh: inhibitors of mouse TMEM16A calcium-activated chloride channel | hit rate 1.2% among 310,000 | HEK293 TMEM16A/YFP iodide influx fluorescence, ionomycin | Q8BHY3 | normalized B-score (activity score, 25-100; higher = stronger inhibition) at 10 µM;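 active = ratio plate-corrected score three or more library SD toward inhibition, starting fluorescence score within five deviations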;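 also: score derived from kinetic fluorescence span divided by baseline fluorescence per well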
# KCNK3 inh: human KCNK3 channel inhibition, primary screen; CHO-KCNK3 thallium flux, FluxOR fluorescence; hits give low values; B-score at 10 µM; hit rate 0.84% among 340,000;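 active = B-score under library mean minus 4 SD, starting fluorescence ratio at most library mean plus 5 SD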;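 also: more negative B-score means stronger inhibition of thallium flux through KCNK3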
# MrgX1 PAM: allosterically activates human MrgX1 receptor signaling; Q96LB2; MrgX1-HEK293, Fluo-4 calcium flux, FDSS; hits give high values; B-score at 10 µM; hit rate 0.63% among 310,000; AID 588675;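 active = plate-corrected calcium response at least 3 library SD above typical, normal starting fluorescence, not activating the receptor alone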;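 also: compound read alongside a low EC10 to EC30 dose of BAM8-22 agonist; peak minus trough fluorescence over baseline measured at the second addition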
# RGS4 pot: RGS4 potentiation or activation. HEK293 M3R/inducible RGS4, carbachol calcium flux Fluo4; hits give low values. B-score at 10 µM. hit rate 0.92% among 310,000;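 active = B-score of the integrated calcium signal more than 4 SD below the library mean, with starting fluorescence not abnormally high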;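 also: negative B-score means reduced calcium response which marks RGS4 activation or potentiation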
#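 Material: M3R-expressing HEK293 line, RGS4 induced by doxycycline | Schedule: Overnight RGS4 induction, 30 min dye load 37 °C, 20 min compound RT | Measured by: Fluo4 fluorescence kinetic imaging of calcium | Read-out: Integrated calcium ratio converted to B score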
# Numbers without * were called inactive; i = inactive; . = no result given. Random draw from the library (roughly 6.3% active in at least one column).
SMILES,hERG protect,MrgX1 ag,KCNK9 inh,TMEM16A act,KCNQ1 block,KCNQ1 pot,RGS4 inh,TMEM16A inh,KCNK3 inh,MrgX1 PAM,RGS4 pot
CCOC(=O)c1sc(NC(=O)C2CC2)cc1C,-17,i,i,i,i,i,i,i,i,i,i
Cc1ccc(CNC(=O)c2ccccc2NC(=O)C2=CSCCO2)cc1,-12,i,i,i,i,i,i,i,i,i,i
CCCN1C(=O)/C(=C/c2ccc(N3CCCC3)c(C)c2)NC1=S,-16,47*,i,i,i,i,i,i,i,i,i
CCOC(=O)N1CCN(C(=O)c2ccccc2NC(C)=O)CC1,-7,i,i,i,i,i,i,i,i,i,i
CCCN(CCC)S(=O)(=O)c1ccc(C(=O)Nc2nc(-c3ccccc3)c(C(=O)OCC)s2)cc1,-5,i,i,i,i,i,i,i,i,i,i
COC(=O)c1ccc(NC(=O)C2CCN(C(=O)c3cc(OC)c(OC)c(OC)c3)CC2)cc1,-4,i,i,i,i,i,i,i,i,i,i
CCc1ccc(-n2c(SCC(=O)Nc3ccc(C(=O)O)cc3)nnc2-c2ccncc2)cc1,-14,i,i,.,i,i,i,i,.,i,i
Cc1ccc(C2c3c(C)nn(-c4ccc([N+](=O)[O-])cc4)c3N=C3C(=O)Nc4ccccc4N32)cc1 (centres undefined),-17,i,i,.,i,i,i,i,.,i,i
COc1cccc(C(=O)Nc2ccc(F)cc2F)c1,-6,i,i,i,i,i,i,i,i,i,i
Cc1cccc(NC(=S)NNc2cccc(Cl)c2)c1,-14,i,i,i,i,i,i,i,i,i,i
Cc1ccc(-n2ncc3c(=O)n(CC(=O)OCc4ccccc4)cnc32)cc1,-5,i,i,i,i,i,i,i,i,i,i
O=C(Nc1cc(Cl)cc(Cl)c1)c1coc(=O)c(Br)c1,-7,i,i,i,i,i,i,i,i,i,i
CN1CCN(C(=O)C2(NC(=O)NCc3ccccc3)CCCCC2)CC1,-7,i,i,i,i,i,i,i,i,i,i
O=C(Nc1ccc(C(=O)N2CCCCC2)cc1)c1ccc([N+](=O)[O-])cc1,-8,i,i,i,i,i,i,i,i,i,i
Cc1nn(-c2ccccc2)c(N2CCCC2)c1/C=N/NC(=O)c1cc2ccccc2cc1O,-26,i,i,i,11*,i,i,i,i,i,i
CC(C)C[C@H](NC(=O)NCc1ccc(F)cc1)C(=O)O,-6,i,i,i,i,i,i,i,i,i,i
CS(=O)(=O)c1cccc(-c2nnc(NC(=O)CCS(=O)(=O)c3ccccc3)o2)c1,-6,i,i,i,i,i,i,i,i,i,i
NC(=S)N/N=C/c1coc2ccc(F)cc2c1=O,-6,i,i,i,i,i,i,i,i,i,i
O=C(O)c1ccc(N/N=C/C=C/c2ccc([N+](=O)[O-])o2)cc1,-5,i,i,i,i,i,i,i,i,i,i
COc1ccccc1CC(=O)Nc1ccccc1C(=O)O,-8,i,i,i,i,i,i,i,i,i,i
CCOC1(c2ccccc2)OC(=O)c2ccccc21 (centres undefined),-3,i,i,i,i,i,i,i,i,i,i
Brc1ccc(CNCc2cccs2)cc1,-3,i,i,i,i,i,i,i,i,i,i
CCN(CC(=O)Nc1c(F)cccc1F)C(=O)CSCC(=O)Nc1cc(C)on1,-11,i,i,i,i,i,i,i,i,i,i
CCC(C(=O)O)n1c2ccccc2c2cn[nH]c(=O)c21 (centres undefined),-9,i,i,i,i,i,i,i,i,i,i
NCCC(=O)N1c2ccccc2Sc2ccc(Cl)cc21,-8,79*,i,i,7*,i,i,i,i,i,i

# Following part:
SMILES,hERG protect,MrgX1 ag,KCNK9 inh,TMEM16A act,KCNQ1 block,KCNQ1 pot,RGS4 inh,TMEM16A inh,KCNK3 inh,MrgX1 PAM,RGS4 pot
COc1ccc(C(=O)OCC(=O)NCc2ccccc2)c(OC)c1OC,-2,i,i,i,i,i,i,i,i,i,i
COc1ccc(OC)c(S(=O)(=O)NCc2ccccc2)c1,-14,i,i,i,i,i,i,i,i,i,i
Cc1cccc(C)c1NC(=O)COC(=O)CCC(=O)c1cccs1,-5,i,i,i,i,i,i,i,i,i,i
CCSC1(SCC)N=C(N)C2(C#N)C(c3ccccc3)NC3=C(CCC3)C12C#N (centres undefined),-7,i,i,i,i,i,i,i,i,i,i
O=C1c2cc(F)ccc2-n2c1nc1ccccc1c2=O,-4,i,i,i,i,i,i,i,i,i,i
CC(C)CCn1c(SCc2ccc(Cl)cc2)nc2c1c(=O)[nH]c(=O)n2C,3,i,i,i,i,i,i,i,i,i,i
COn1c(=O)c(-c2cccs2)[n+]([O-])c2ccccc21,-11,i,i,i,i,i,i,i,-10*,i,i
COC(=O)CSc1nc2sc3c(c2c(=O)n1-c1ccccc1)CCN(C)C3,-4,i,i,i,i,i,i,i,i,i,i
OCCOCCNc1ncnc2c1c(-c1ccccc1)cn2-c1ccccc1,-11,i,i,i,i,i,i,i,i,i,i
CCOC(=O)C(C)n1cnc2scc(-c3ccc(C)cc3)c2c1=O (centres undefined),-11,i,i,i,i,i,i,i,i,i,i
CN(CC(=O)Nc1ccccc1Br)C(=O)COc1cccc2c1OC(C)(C)C2,-11,i,i,i,i,i,i,i,i,i,i
CCc1ccc(NC(=O)Nc2cnccn2)cc1,-1,i,i,i,i,i,i,i,i,i,i
O=C(Nc1c(C(=O)O)oc2ccc(Br)cc12)c1ccccc1,-18,i,i,i,i,i,i,i,i,i,i
CCOc1ncccc1C(=O)Nc1ccccc1C(=O)NCc1ccc2c(c1)OCO2,-5,i,i,i,i,i,i,i,i,i,i
Nc1ccc(S(=O)(=O)Nc2nccc(/C=C/c3ccc(Cl)cc3Cl)n2)cc1,-3,i,i,i,i,i,i,i,i,i,i
Cc1cc(C)n(-c2nnc(SCC(=O)NC3CCCC3)c3ccccc23)n1,-13,i,i,i,i,i,i,i,i,i,i
Cc1ccc([N+](=O)[O-])cc1NC(=O)c1ccc(-c2ccccc2)cc1,-3,i,i,i,i,i,i,i,i,i,i
CS(=O)(=O)c1ccc(Cl)c(NC(=O)CCl)c1,-1,i,i,i,i,i,i,i,i,i,i
NNC(=O)Cn1c(-c2ccccn2)nc2ccccc21,-6,i,i,i,i,i,i,i,i,i,i
COCC(=O)Nc1ccc(C)c(Cl)c1,-3,i,i,i,i,i,i,100*,i,i,i
COc1ccc(N=C2SC(C(=O)O)CC(=O)N2C)cc1 (centres undefined),-5,i,i,i,i,i,i,i,i,i,i
Cc1ccc(S(=O)(=O)N2CCC(C(=O)N[C@H](C(=O)N3CCN(C)CC3)C(C)C)CC2)cc1,-12,i,i,i,i,i,i,i,i,i,i
O=C(CSc1nc(SCC(=O)NCc2ccccc2)n(-c2ccccc2)n1)NCc1ccccc1,-10,i,i,i,i,i,i,i,i,i,i
COc1ccc(N2CC(O)(c3ccc(F)cc3)[N+]3=C2CCCC3)cc1 (centres undefined),-18,i,i,i,i,i,i,i,i,i,i
Cc1ccc(/C=C2\CCOC2=O)cc1,-3,i,i,i,i,i,i,i,i,i,i

# Next entries:
SMILES,hERG protect,MrgX1 ag,KCNK9 inh,TMEM16A act,KCNQ1 block,KCNQ1 pot,RGS4 inh,TMEM16A inh,KCNK3 inh,MrgX1 PAM,RGS4 pot
CCOCC(=O)Nc1cc(C(=O)Nc2ccccc2)ccc1Cl,-5,i,i,i,i,i,i,i,i,i,i
c1ccc(Cc2ccc(OCCn3ccnc3)cc2)cc1,-15,i,i,i,i,i,i,i,i,i,i
COc1ccc(CC(=O)OCC(=O)Nc2cccc(Cl)c2)cc1,-2,i,i,i,i,i,i,i,i,i,i
Cc1ccccc1Cn1nc(C)c(NC(=O)c2cc(CC(C)C)on2)c1C,-5,i,i,i,i,i,i,i,i,i,i
CC(=O)Nc1sc(NC(=O)c2ccc(Cl)cc2)nc1-c1cccs1,-7,i,i,i,i,i,i,i,i,i,i
Cc1cccc(C(=O)N2CCC(N3CCC(C(=O)N4CCOCC4)CC3)CC2)c1,-9,i,i,i,i,i,i,i,i,i,i
NC(N)=N/N=C/c1ccc(Cl)c([N+](=O)[O-])c1,-24,28*,i,i,i,i,i,i,i,i,i
CCC1CN(C(=O)N2CCC(C(=O)NCc3cc(OC)c(OC)c(OC)c3)CC2)c2ccccc2O1 (centres undefined),-11,i,i,i,i,i,i,i,i,i,i
c1nc(NCC2CCCO2)c2[nH]cnc2n1 (centres undefined),-5,i,i,i,i,i,i,25*,i,i,i
CCN(CC)c1ccc(NC(=O)COC(=O)C23CCC(=O)N2c2ccccc2S3)cc1 (centres undefined),-8,i,i,i,i,i,i,i,i,i,i
O=C(CN1C(=O)CC(c2ccccc2)=Nc2ccccc21)NCc1ccco1,-1,i,i,i,i,i,i,i,i,i,i
CS(=O)(=O)N(Cc1cc2ccccc2[nH]c1=O)C1CCCCC1,-7,i,i,i,i,i,i,i,i,6.8*,i
N#CCc1nn(-c2ccccc2)c2ncnc(N)c12,-12,i,i,i,i,i,i,i,i,i,i
CN1CCC(=NNC(=O)CN(c2cccc(Br)c2)S(C)(=O)=O)CC1,-2,i,i,i,i,i,i,i,i,i,i
CCC(=O)NCCn1c(C)cc2ccccc21,-13,i,i,i,i,i,i,i,i,i,i
CCCCn1c(N)c(N(CCOC)C(=O)CSCc2ccc(C)cc2)c(=O)[nH]c1=O,-13,i,i,i,i,i,i,i,i,i,i
Cc1nc(NC(=O)/C=C/c2ccc(C(C)(C)C)cc2)sc1C(=O)N(C)C,-12,i,i,i,i,i,i,i,i,i,i
CCOCCCNc1ccc(N2C(=O)C3CCCCC3C2=O)cc1[N+](=O)[O-] (centres undefined),-12,i,i,i,i,i,i,i,i,i,i
CCCCCC(=O)NC(=S)Nc1ccc(NC(=O)c2ccco2)cc1,-6,i,i,i,i,i,i,i,i,i,i
COc1ccc(C2=NCCn3nc4ccccc4c32)cc1,.,i,.,i,.,.,.,i,i,i,.
